Assay outcomes: PubChem BioAssay, National Center for Advancing Translational Sciences (NCATS)
JMJD2E inh: qHTS Assay for Inhibitors of Human Jumonji Domain Containing 2E (JMJD2E); Lysine-specific demethylase 4E (Homo sapiens), B2RXH2; JMJD2E catalytic domain, FDH-coupled NADH fluorescence (FDH is formaldehyde dehydrogenase); Potency, µM (titrated, usually from 57.1 µM), inactives show at the highest dose activity change, negative = inhibition, most hits filed as inhibitors; 230,000 compounds, 1.6% hits; active = well fitted inhibition curve with a large enough effect, not every such curve was filed as active; inconclusive = small, poorly fitted or top-dose-only effect, or another doubt; inactive = no such curve, though single readings can be large or run the other way;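 note: 0% = wells with enzyme and -100% = buffer wells without enzyme; nearly all actives have a fitted effect of over 50% in size; many of its hits are not listed in these tables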
Target sequence (B2RXH2 1-337 limits assumed): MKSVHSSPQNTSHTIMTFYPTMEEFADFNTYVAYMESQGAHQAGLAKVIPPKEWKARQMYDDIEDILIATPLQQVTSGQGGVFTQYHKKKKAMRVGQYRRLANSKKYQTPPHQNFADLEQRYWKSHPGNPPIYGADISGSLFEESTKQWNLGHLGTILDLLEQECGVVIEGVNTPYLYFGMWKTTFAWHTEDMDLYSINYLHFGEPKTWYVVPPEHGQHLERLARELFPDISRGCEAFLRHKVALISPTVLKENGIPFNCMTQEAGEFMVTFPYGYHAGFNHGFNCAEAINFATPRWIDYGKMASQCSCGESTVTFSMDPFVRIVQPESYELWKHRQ
ALDH1A1 inh: qHTS Assay for Inhibitors of Aldehyde Dehydrogenase 1 (ALDH1A1). Aldehyde dehydrogenase 1A1 (Homo sapiens), P00352. Purified ALDH1A1, NADH fluorescence, propionaldehyde substrate. 220,000 compounds, 7.3% hits. Potency, µM (top dose mostly 75.3 µM), without a hit: at the top dose activity, negative = inhibition, hits mostly inhibitors; active = well fitted inhibition curve with a large enough effect, not every such curve was filed as active; inconclusive = small, poorly fitted or top-dose-only effect, or another doubt; inactive = no such curve, though single readings can be large or run the other way;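 note: plate controls were no enzyme wells and a reference inhibitor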
TexasRed fluor: Total Fluorescence Counterscreen for Inhibitors of the Interaction of Thyroid Hormone Receptor and Steroid Receptor Coregulator 2. TRb/SRC2 Texas Red total fluorescence interference. Potency, µM (series often up to 106 µM), inactives show at the highest dose fluorescence change, negative = quenching. 280,000 compounds, 0.29% hits; active = well fitted curve in either direction with a large enough effect; inconclusive = small, poorly fitted or top-dose-only effect; note: % is set by controls: 0 for no effect and ±100 for the full control effect
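Human TRb ligand-binding domain at 0.6 uM with 20 nM Texas Red SRC2 peptide in Tris buffer containing 1 uM T3 and 5% DMSO, incubated with compound 5 h at ambient temperature. Total fluorescence (555/632 nm) calculated as parallel + 2 × perpendicular.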
SMN2 splice up: qHTS Assay for Enhancers of SMN2 Splice Variant Expression | 210,000 compounds, 2.8% hits | Potency, µM (series often up to 46.1 µM), for inactives: at the highest dose activity change, positive = activation, actives largely listed as activators | HEK293 SMN2-luciferase splicing reporter, luminescence, 30-36 h | AID 1458, 2008; note: % of control where 0% means no effect; nearly all actives have a fitted effect of over 55% in size
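qHTS luciferase splicing reporter: luminescence rises when SMN2 exon 7 is included in transfected HEK293 cells. Compound exposure lasted 30-36 h at 37C, with 4.5 mM final sodium butyrate as control, followed by a ONE-Glo read.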
RECQ1 helicase: qHTS Assay for Inhibitors of RecQ-Like Dna Helicase 1 (RECQ1); ATP-dependent DNA helicase Q1 (Homo sapiens), P46063; RECQ1 DNA unwinding, red fluorescence kinetic read; Potency, µM (top dose mostly 57.3 µM), inactives show at the top dose activity, negative = inhibition, actives largely listed as inhibitors; 240,000 compounds, 0.54% hits; AID 2549, 2010;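 note: plate controls were vehicle for no effect and no enzyme for full effect; nearly all actives have a fitted effect of over 30% in size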
Target sequence (P46063 whole entry, looked up): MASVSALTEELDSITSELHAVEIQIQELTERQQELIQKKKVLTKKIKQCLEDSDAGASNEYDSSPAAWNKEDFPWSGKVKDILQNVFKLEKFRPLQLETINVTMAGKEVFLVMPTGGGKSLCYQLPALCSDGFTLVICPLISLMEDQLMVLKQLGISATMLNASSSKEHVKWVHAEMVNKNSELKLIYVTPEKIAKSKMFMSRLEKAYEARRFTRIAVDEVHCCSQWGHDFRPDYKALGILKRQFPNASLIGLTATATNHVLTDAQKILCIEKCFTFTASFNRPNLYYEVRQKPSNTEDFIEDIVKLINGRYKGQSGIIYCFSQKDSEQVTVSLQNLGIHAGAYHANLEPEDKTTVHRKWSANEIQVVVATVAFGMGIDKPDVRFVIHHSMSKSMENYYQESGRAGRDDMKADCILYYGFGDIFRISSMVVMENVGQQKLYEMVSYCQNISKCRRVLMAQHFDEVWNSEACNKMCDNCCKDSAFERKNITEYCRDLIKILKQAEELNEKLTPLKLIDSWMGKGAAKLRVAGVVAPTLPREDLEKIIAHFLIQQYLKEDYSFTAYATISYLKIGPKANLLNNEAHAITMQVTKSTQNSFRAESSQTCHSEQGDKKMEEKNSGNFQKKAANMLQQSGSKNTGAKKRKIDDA
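50 nM RECQ1T1 preincubated 15 min with compound in Tris pH 8.0 buffer with MgCl2, DTT, Tween-20 and 2.5 ug/ml poly(dI-dC); started with 200 nM TAMRA/BHQ-2 forked duplex and 2 mM ATP. Unwinding read as fluorescence (525/598 nm), two reads 2 h apart.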
TRb SRC2 PPI: qHTS for Inhibitors of the Interaction of Thyroid Hormone Receptor and Steroid Receptor Coregulator 2. Thyroid hormone receptor beta (Homo sapiens), P10828. AID 1469, 2008. TRbeta-SRC2 peptide binding, fluorescence polarization; receptor liganded with 1 µM T3. Potency, µM (series often up to 106 µM), for inactives: top-dose activity change, negative = inhibition, actives largely listed as inhibitors. 280,000 compounds, 0.065% hits;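 note: plate controls were bound peptide for no effect and peptide without receptor for full effect; nearly all actives have a fitted effect of over 50% in size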
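Polarization signal, normalized between peptide-alone and full complex controls, measured compound effects on T3-liganded human TRb LBD (0.6 uM) binding 20 nM Texas Red SRC2 peptide after 5 hr.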
LMNA splice mod: qHTS Assay for Modulators of Lamin A Splicing; AID 1487, 2009; 200,000 compounds, 0.01% hits; HeLa LMNA splicing GFP/RFP minigene ratio, 48 h; Potency, µM (doses to about 46.1 µM), for inactives: at the highest dose ratio change, negative = inhibition, usual class: inhibitors; active = well fitted inhibition curve with a large enough effect in the signal ratio, with a control signal flat, not every such curve was filed as active; inconclusive = small, poorly fitted or top-dose-only effect, or effect the other way, or a change in a side signal; the % refers to the signal ratio; note: % is set by controls: 0 for no effect and ±100 for the full control effect
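Read-out is the ratio of GFP to DsRed2 object intensity, acquired by 488 nm laser-scanning cytometry on HeLa lamin A-EGFP minigene reporter cells. Compound incubation 48 hrs at 37 °C in Opti-MEM with 2% FBS; DMSO 0.5% final.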
GoLoco inh red: qHTS Assay for Inhibitors of RGS12 GoLoco Motif Activity (Red Fluorophore); Gai1:RGS12 GoLoco peptide FP, rhodamine, 10 min; Potency, µM (titrated, usually from 61.6 µM), for the others: top-dose activity, negative = inhibition, actives largely listed as inhibitors; 230,000 compounds, 0.44% hits; active = well fitted inhibition curve with a large enough effect, not every such curve was filed as active; inactive = no such curve, though single readings can be large or run the other way; note: % is set by controls: 0 for no effect and ±100 for the full control effect; nearly all actives have a fitted effect of over 30% in size; many of its hits are not listed in these tables
* hit, by the source's call; i = inactive; ? = inconclusive; . = no result given; & = joins results of further samples; [ ] = another dose, or the depositor's remark. Unless noted, calls come from the whole dose curve; as a rule, active = well fitted curve in the direction sought with a large enough effect; inconclusive = small, poorly fitted or top-dose-only effect, or another doubt; inactive = no such curve, though single readings can be large; an effect the other way counts as inactive or inconclusive. Potency is the fitted concentration of half-maximal effect.

Values run as follows: JMJD2E inh	ALDH1A1 inh	TexasRed fluor	SMN2 splice up	RECQ1 helicase	TRb SRC2 PPI	LMNA splice mod	GoLoco inh red
CCN(CC)C(=O)c1sc2[nH]c(=S)n(-c3ccccc3)c(=O)c2c1C
    2%	?	-3%	16%	2%	-16%	-1%[0.0737 µM]	-8%
Cc1cc(C(=O)Nc2c(C)cccc2C)n(-c2ccccc2)n1
    7%	9%	0%&1%	9%&17%	-9%	-4%&-4%	4%	7%
Cc1nc2cnc(Oc3ccccc3)nc2n(CCc2ccccc2)c1=O
    .	?	.	-5%	-2%	.	.	10%
COc1ccc(CN2C(=O)C(O)(CC(=O)c3c(C)n[nH]c3C)c3ccccc32)cc1OC (configuration not stated)
    1%	3.5µM*	0%	11%	-8%	-16%	-4%	9%
CC1CCCN(C(=O)CSCC(=O)Nc2nc(-c3cccs3)cs2)C1 (configuration not stated)
    -9%	?	-1%	19%	-6%	-5%	-1%	2%
O=C(NCc1ccc(F)cc1)C1CCCN(S(=O)(=O)c2cccc3nsnc23)C1 (configuration not stated)
    -6%	-8%	-3%	-23%	-11%	-9%	0%	7%
COCCNC(=O)NC(=O)COC(=O)c1ccc2[nH]c3c(c2c1)CCCC3
    ?	1%	-1%	6%	-2%	-7%	16%[46 µM]	7%
CCCCNC(=S)N(Cc1c(C)noc1C)c1ccccc1
    7%	2%	-2%	?	0%	4%	-3%	-14%
CC(C)(C)SCCNS(=O)(=O)c1ccc(C#N)cc1
    3%	.	1%	.	-17%	-1%	.	7%
Cc1cccc(NC2=NC(=S)N(CC#N)C23CCCCC3)c1
    0%	7%	2%	7%	-1%	1%	-13%	-1%
COc1ccc(-c2nc(C#N)c(NCC3CCCO3)o2)cc1 (configuration not stated)
    ?	?	-8%	?	-2%	-6%	6%	-3%
C=CCCOc1ccccc1C(N)=O
    ?	3%	-2%	.	21%	4%	.	-28%
C#CCOCCOCCOCCNc1nc(N2CCN(C(=O)[C@H](CCCCN)n3cc(C(N)[C@H](C)CC)nn3)CC2)nc(N2CCN(C(=O)[C@H](CCC(=O)O)n3cc(C(N)[C@H](C)CC)nn3)CC2)n1 (some centres not stated)
    -13%	22µM*	-2%	.	5%	-5%	.	3%
COc1ccc2c(C)c(Cc3ccccc3)c(=O)oc2c1OC
    ?	?	-1%	-10%	-12%	3%	.	5%
Cc1cc(C)c(S(=O)(=O)NCC2CCC(C(=O)NCc3ccccn3)CC2)c(C)c1 (configuration not stated)
    5%	-6%	-7%	.	0%	-4%	.	12%
CC(=O)c1cccc(NC2c3ncccc3C(=O)N2Cc2ccco2)c1 (configuration not stated)
    -14%	-11%	0%	0%	-13%	0%	-2%	-1%
NC(=O)c1nc(-c2ccco2)nc2c1[nH]c(=O)n2-c1ccc(Cl)c(Cl)c1
    ?	.	-3%	.	-17%	11%	.	38%[activator]
CN(CCC#N)S(=O)(=O)c1ccc2c(c1)c(=O)n(C)c(=O)n2C
    3%	8%	-3%	-25%	i	5%	5%	0%
O=C(NCc1ccco1)C(c1cccnc1)N(C(=O)Cn1nnc2ccccc21)c1ccc(F)cc1 (configuration not stated)
    12%	11%	-1%	-13%	-6%	-5%	0%	0%
CC1=NNC(=O)C1CC(=O)N/N=C/c1cccs1 (configuration not stated)
    -7%	.	-1%	.	i	-3%	.	11%

(listing goes on)
Values run as follows: JMJD2E inh	ALDH1A1 inh	TexasRed fluor	SMN2 splice up	RECQ1 helicase	TRb SRC2 PPI	LMNA splice mod	GoLoco inh red
N#Cc1ccc(CSc2ncnc3c2cnn3Cc2ccccc2)cc1
    ?	?	-3%	-7%	i	-8%	?	3%
Cc1cc2nc(-c3cccnc3SCC(=O)NC3CC3)[nH]c2cc1C
    ?	?	-1%	16µM*	-2%	-6%	-22%[46 µM]	14%
COc1ccc(-c2nnc3sc(-c4ccccc4OC)nn23)cc1
    4%	-8%	-4%	-39%[inhibitor]	i	-10%	-2%	3%
COc1ccc(N2C(=O)[C@H]3CCC=C[C@H]3[C@@H]2c2ccccc2Br)cc1
    .	7.1µM*	-51%	.	0%[81.1 µM]	-10%	.	-8%
Cc1c(/C=N/NC(=O)c2cccnc2)c2ccccc2n1Cc1ccccc1
    ?	-7%	-4%	-61%[inhibitor]	-7%	-4%	?	105%[activator]
C1CCC2(CC1)C1=C(CCCC1)Nc1nnnn12
    1%	28µM*	-1%	-11%	-3%	-1%	9%	-6%
CC(=NCCCN(C)C)C1=C(O)c2ccccc2C1=O
    5%	-13%	-4%	-5%	-4%	-4%	-8%	1%
Fc1ccc(-c2nc3ccccc3c3nc4ccccc4n23)cc1
    -1%	?	-4%	-48%[inhibitor]	-3%	-1%	-7%	-107%
CCCCn1c(SCC(=O)Nc2nnc(C)s2)nnc1-c1ccncc1
    7%	-5%	-4%	17%	i	-3%	.	-6%
Cc1cc(C)nc(SCc2cc(=O)c(OC(=O)c3ccc(S(=O)(=O)N(C)C)cc3)co2)n1
    -8%	1%	-4%	11%	-3%	-2%	-7%	-16%
CC1CC(=O)c2cn3c(nc2C1)nc1ccccc13 (configuration not stated)
    0%	-2%	0%	18%	-7%	-19%	0%	4%
Cc1nc(NC(N)=S)sc1C(=O)Nc1ccccc1
    -10%	?	-5%	-11%	-5%	4%	0%	10%
O=C(N/N=C\c1cccc([N+](=O)[O-])c1O)C1COc2ccccc2O1 (configuration not stated)
    ?	-8%	-2%	15%	-10%	-3%	?	3%
CNc1nc(-c2ccc(OC)cc2)c(-c2ccc(OC)cc2)s1
    ?	?	-4%	-11%	-14%	1%	-10%[46 µM]	12%
CCOC(=O)c1ccc(NC(=O)NCc2ccn(CC)n2)cc1
    0%	4%	-1%	-24%	-4%	-8%	-7%	3%
CC1CCN(c2ccccc2NC(=O)c2ccc(F)cc2)CC1
    3%	?	0%	-34%	6%	-6%	-14%	-13%
Cc1cc(=O)n2c(n1)NC(=NCc1ccccc1)NC2c1ccccc1 (configuration not stated)
    ?	4%	-1%	.	-5%	1%	.	5%
CCCn1c(=O)[nH]c2nc(-c3ccc(S(=O)(=O)O)cc3)[nH]c2c1=O
    ?	?	1%&-2%	.	0%	3%&-3%	.	8%
CCCCn1c(=O)nc2n(-c3ccccc3)c3ccccc3cc-2c1=O
    ?	?	-5%	-17%	i	1%	2%	17%
Cc1cccc(NCC(=O)c2c(N)n(C)c(=O)n(C)c2=O)c1C
    ?	?	-7%	.	-2%	-3%	.	-6%

(continued)
Values run as follows: JMJD2E inh	ALDH1A1 inh	TexasRed fluor	SMN2 splice up	RECQ1 helicase	TRb SRC2 PPI	LMNA splice mod	GoLoco inh red
CCC(C)[C@@H](N)C(=O)N/N=C/c1cccc2nccnc12 (some centres not stated)
    ?	8%	-6%	.	-4%	-6%	.	15%
Cc1ccc(NC(=O)N2Cc3ccccc3CC2C(=O)NC(C)(C)C)cc1 (configuration not stated)
    -1%	7%	-4%	.	-1%	2%	2%	.
Cc1ccc(-c2noc(CSc3nnc(-c4ccccc4)n3C)n2)cc1
    5%	-1%	0%	-9%	-11%	1%	?	-5%
COC(=O)c1ccc(/C=N/NC(=O)CNc2cccc(C)c2)cc1
    -3%	-7%	-3%	.	-1%	1%	4%[46 µM]	4%
COc1ccc(S(N)(=O)=O)cc1C(=O)N1CCCC1
    4%	4%	-1%	4%	i	-6%	.	9%
COC(=O)c1c(NC(=O)CN2CCN(c3ccccc3OC)CC2)c2cc(C)ccc2n1C
    ?	?	-1%	13%	-3%	1%	-2%	-28%
O=S(=O)(CC(O)COc1ccccc1Cl)c1ccccc1 (configuration not stated)
    5%	8%	-1%	5%	-2%	-2%	-5%	-2%
Cn1c(=O)c(=O)n(C)c2cc(S(=O)(=O)N3CCN(c4ccccc4F)CC3)ccc21
    -2%	1%	0%&0%	-11%	-1%	-8%&9%	-3%	4%
CN(C)C(=O)c1ccc(-c2nc(NCc3cccnc3)c3ccccc3n2)cc1
    -13%	-1%	-4%	23%	-15%	-2%	-10%	-2%
O=C(CSc1ccccc1)Nc1ccc(S(=O)(=O)NCC2CCCO2)cc1 (configuration not stated)
    -6%	22µM*	0%	-12%	-3%	-3%	-8%	5%
O=C(Nc1nncs1)c1cccc(S(=O)(=O)N2CCOCC2)c1
    5%	-7%	-2%	26%	-1%	6%	5%	4%
Nc1nn(-c2ccccc2Cl)cc1-c1nn[nH]n1
    0%	.	1%	.	4%	1%	.	8%
Cc1cc(C)n(-c2c(F)c(F)c(CN3CCOCC3)c(F)c2F)n1
    0%	2%	0%	-14%	-5%	-5%	5%	1%
Cc1cc(OCC(=O)N2CCc3ccccc3C2)c2c(-c3ccccc3)cc(=O)oc2c1
    ?	14µM*	-2%	-20%	i	-2%	-9%	-2%
Cc1cc(N2CCN(C)CC2)nc(=S)[nH]1
    12%	5%	1%	11%	-3%	4%	8%[46 µM]	-3%
Cn1c(Sc2ccc(C(=O)O)cc2[N+](=O)[O-])nnc1-c1ccccc1
    -7%	7%	5%	5%	i	-2%	-4%[46 µM]	-3%
COC(=O)c1ccc(C2/C(=C(\O)c3ccc4c(c3)OCCO4)C(=O)C(=O)N2CCCN(C)C)cc1 (configuration not stated)
    -6%	-5%	-2%	.	i	2%	-3%	.

Only part of the results is shown, so the mix of outcomes need not match the whole.
